# West Nile virus CPE: West Nile virus antiviral activity, cell-based, CPE readout (AID 1621) | West Nile virus-infected cells, CPE inhibition; higher % means a stronger effect | CPE inhibition, % at 10 µM, or IC50 in µM where a hit was titrated | 290,000 tested, 0.02% active; in the data active means a potency from the dose series; inconclusive means CPE inhibition mostly from about 3.7% at the one dose, without a potency; inactive means the rest, 99 in 100 with CPE inhibition below about 2.2%; further: strong numbers were not always called active
# KOR beta-arrestin-1: KOR agonists, beta-arrestin recruitment, primary screen, cell-based, luminescence, uHTS (AID 1777); KOR beta-arrestin recruitment, luminescence; higher % means a stronger effect; activation, % at 10 µM, or EC50 in µM where a hit was titrated; 280,000 tested, 0.02% active; in the data active means activation above about 50%, passing the limit was not always enough; further: a part of the inactive calls stands beside numbers as strong as those of hits
# NOD1 NF-kB reporter: NOD1 signaling inhibitors, primary screen, cell-based, luminescence, uHTS (AID 1578); NOD1-driven NF-kB luciferase reporter cells, luminescence; higher % means a stronger effect; one-dose inhibition, % at 4 µM; EC50 in µM for titrated hits; 290,000 tested, 1% active; in the data active means inhibition mostly above about 36%, no sharp cut-off; inactive means mostly below about 34%;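 further: HEK-293T reporter cells stimulated with the NOD1 agonist gamma-tri-DAP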
# Yfh1-depleted yeast: enhancers of respiration in Yfh1-depleted yeast, dose response, Friedreich's ataxia, plus single-dose screen (AID 1465); fold induction at 50 µM; hits with a dose series show EC50 in µM; S. cerevisiae Yfh1-off respiration, WST-1 reduction, 72 h; higher fold induction means a stronger effect; 220,000 tested, 0.074% active;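 active means fold induction of absorbance versus untreated yeast above a set limit, then at least 30% activation at any dose in follow-up; inconclusive means repeats straddling the limit, or above it without dose testing; inactive means fold induction below the set limit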;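 further: activators that raise dye reduction in frataxin-depleted yeast; strong numbers were not always called active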
# AID2073: inhibitors of Mint1-CaV2.2 protein interaction, biochemical, HTRF (AID 2073); HTRF protein-protein interaction, Mint1-CaV2.2; higher % means a stronger effect; one-dose inhibition, % at 20 µM; IC50 in µM for titrated hits; 290,000 tested, 0.19% active; in the data active means inhibition mostly above about 51%, no sharp cut-off; inconclusive means no clear call, values can overlap the other calls; inactive means mostly below about 53%; further: some results filed as inactive read as strong as hits
# NOD2 inhibition: NOD2 signaling inhibitors, cell-based, luminescence, uHTS, HEK293 (AID 1566); HEK293 NOD2/NF-kB luciferase reporter, luminescence; higher % means a stronger effect; one-dose inhibition, % at 4 µM; EC50 in µM for titrated hits; 290,000 tested, 0.63% active; further: many of its hits are not listed in these tables
# KOR beta-arrestin-2: kappa opioid receptor blockers – cell-based, luminescence, uHTS (AID 1778); KOR beta-arrestin recruitment, luminescence, antagonist mode; higher % means a stronger effect; inhibition, % at 10 µM; hits with a dose series show IC50 in µM; 290,000 tested, 0.091% active; further: strong numbers were not always called active
# HIV fusion peptide: inhibitors of HIV fusion peptide binding, primary screen, biochemical, uHTS, fluorescence dequenching (AID 1986); inhibition, % at 20 µM; hits with a dose series show IC50 in µM; 290,000 tested, 0.3% active; cell-free peptide binding, fluorescence dequenching, 30 min; higher % means a stronger effect; in the data active means inhibition mostly above about 52%, no sharp cut-off; inactive means mostly below about 76%; further: some results filed as inactive read as strong as hits
# Dengue-2 NS5 capping: flavivirus cap methylation enzyme inhibition – biochemical, confirmation dose response, primary screen (AID 588689) | Dengue-2 NS5 methyltransferase capping enzyme assay, biochemical; higher % means a stronger effect | 340,000 tested, 0.3% active | one-dose inhibition, % at 25 µM; IC50 in µM for titrated hits; in the data active means a potency from the dose series; inconclusive means inhibition above about 29% without an active follow-up result
# * marks the source's active call; other numbers are inactive results; i = inactive; ? = inconclusive; / = no result given; [ ] = remark or other dose. Unless noted, no stated cut-off is given here; in the data, active means inhibition above about 50%; inactive means the rest. An excerpt; the hit share may differ from the screen's.
SMILES,West Nile virus CPE,KOR beta-arrestin-1,NOD1 NF-kB reporter,Yfh1-depleted yeast,AID2073,NOD2 inhibition,KOR beta-arrestin-2,HIV fusion peptide,Dengue-2 NS5 capping
CCC(Sc1nc2ccccc2[nH]1)C(=O)Nc1ccc(NC(C)=O)cc1 (configuration not stated),0.7%,-0.4%,-28%,i,-3%,2%,-59%[20 µM],1.7%,-5%
CC1CCCN(c2c([N+](=O)[O-])cc(C(=O)O)cc2[N+](=O)[O-])C1 (configuration not stated),-0.3%,2.1%,-2%,i,3%,-9%,-44%,18%,12%
Cc1ccc(C)c2c1cc(C)c1nnc(SCC(=O)c3cccs3)n12,-0.7%,-3.1%,-23%,i,-9%,16%,17%,-2.2%,-5%
COc1ccccc1N(CC(=O)NC1CCCCC1)C(=O)CCC(=O)Nc1nccs1,0.1%,1.2%,-34%,/,-3%,-18%,12%,0.0%,-12%
COc1ccc(C2NCCc3c2[nH]c2ccccc32)cc1COc1ccc(F)cc1 (configuration not stated),-1.9%,18%,5%,i,7%,-13%,-84%,-4.7%,3%
Cc1ccc(-n2c(N)c(C(=O)NCc3ccco3)sc2=S)cc1,-0.5%,5.1%,-22%,i,-43%,4%,16%,-2.7%,-3%
COC(=O)COc1cccc(NC(=O)COc2ccccc2)c1,0.4%,-1.6%,-35%,i,0%,-8%,11%,2.4%,2%
C=CCc1c(C)nc(SC)nc1Nc1ccccc1,-1.6%,8.5%,3%,i,6%,22%,-36%,-0.3%,-1%
COc1ccccc1NC(=O)c1ccccc1NS(=O)(=O)c1cccs1,-0.1%,-0.5%,-18%,i,10%,38%,-23%,3.9%,6%
CN1C(=O)[C@@H]2[C@@H]3C[C@@H]([C@H]4ON=C(c5ccccc5OCC#N)[C@@H]34)[C@@H]2C1=O,-0.6%,1.2%,-6%,i,18%,22%,-5%,1.1%,-3%
CCCCc1nc(N2CCOCC2)c(C#N)c2c1COC(C)(C)C2,0.7%,-0.9%,8%,i,10%,4%,2%,4.3%,-6%
O=C(CCc1nc2ccccc2s1)OCC(=O)c1ccccc1,-0.7%,-4.1%,-18%,i,1%,-6%,21%,2.5%,-6%
Cc1cccc(-c2noc(CN(C)S(=O)(=O)c3cc(Cl)ccc3Cl)n2)c1,-1.1%,0.2%,/,i,0%,0%,-4%,2.0%,-9%
CC(CCc1ccccc1)NC(=O)c1ccc(C(=O)NC(C)CCc2ccccc2)cc1 (configuration not stated),/,-10%,32%,/,22%,10%,3%,4.1%,-1%
COC(=O)c1ccc(NC(=O)COc2ccc(S(=O)(=O)NC(C)C)cc2)cc1,-0.5%,1.3%,/,i,7%,-2%,5%,-2.8%,-1%
COc1ccc(Br)cc1S(=O)(=O)NCc1ccccc1,-0.6%,2.2%,-25%,i,1%,-22%,-22%,1.3%,-4%
O=C(NCc1cccs1)C1CCN(S(=O)(=O)c2cccc3cccnc23)CC1,-0.6%,1.4%,-18%,i,-3%,-1%,38%,0.0%,-6%
CCOc1ccc(CC(=O)NNC(=S)NCCc2ccccc2)cc1,-1.3%,-1.7%,-37%,i,?,13%,-52%[20 µM],-2.5%,-2%
O=C1Nc2c(c(=O)[nH]c(=O)n2Cc2ccccc2)C1(NS(=O)(=O)c1ccccc1)C(F)(F)F (configuration not stated),1.0%,-0.2%,-34%,i,18%,5%,-4%,-0.9%,-5%
Nc1ccc2cn[nH]c2c1,0.6%,-1.2%,-39%,i,-5%,-5%,-14%,1.0%,-6%
COc1ccc(NC(=O)c2nnn(Cc3cccc(F)c3)c2N)c(OC)c1,0.0%,4.5%,-37%,i,4%,-58%,5%,-3.6%,-7%
Cc1cc(C(=O)Nc2ccccc2C)n(-c2ccccc2)n1,-0.2%,-2.1%,-10%,/,-8%,-11%,16%,-0.3%,1%
CCN(c1ccccc1)S(=O)(=O)c1ccc(OC)c(NC(=O)Cn2cnc3c2c(=O)n(C)c(=O)n3C)c1,0.3%,/,-27%,i,10%,18%,/,1.5%,-3%
Fc1c(F)c(F)c(NC2=NCCCCC2)c(F)c1F,0.1%,1.0%,-9%,/,10%,-10%,9%,-0.7%,-4%
CC(C)OCP(=O)(c1ccccc1)c1ccccc1,0.0%,-1.5%,-12%,i,5%,3%,11%,3.3%,-5%
CNC(=O)C1=C(C)NC(=S)NC1c1cccs1 (configuration not stated),0.6%,-0.7%,-4%,i,37%,5%,13%,-0.8%,-2%
COc1cc(CNc2ncn[nH]2)ccc1OCc1cccc(C)c1,-0.9%,0.7%,-48%,i,5%,-69%,-14%,-0.7%,-10%
CCOC(=O)c1ccc(NC(=O)c2ccc(NC(=O)C3CCCO3)cc2)cc1 (configuration not stated),0.0%,6.2%,3%,/,-4%,51%*,3%,-0.3%,0%
COc1ccc(C(=O)NNC(=O)CSc2nnc(-c3cccnc3)o2)cc1,-0.3%,/,1%,i,-7%,-1%,-29%[20 µM],0.3%,-6%
CCNC(=O)CC1C(=O)N(c2ccc(C)cc2)C(=O)N1CCc1sccc1C (configuration not stated),-0.3%,0.7%,-6%,i,-2%,4%,-55%[20 µM],-0.4%,-2%
Cc1ccc(C2(CCNS(=O)(=O)c3ccc(C)cc3)CCOC(C(C)C)C2)cc1 (configuration not stated),-0.2%,5.3%,0%,i,2%,15%,37%,0.1%,-3%
COc1ccccc1NC(=O)C12CCC(C)(C(=O)C1)C2(C)C (configuration not stated),-0.1%,-0.1%,-37%,i,2%,7%,-16%,1.4%,-5%
O=C(Cn1c(=O)n(Cc2ccccc2)c(=O)c2cc(Cl)ccc21)NCC1CCCO1 (configuration not stated),-0.5%,11%,31%,/,3%,-30%,3%,0.1%,-6%
CC(=O)c1cc(CC=C(C)C)c(O)cc1O,-0.1%,0.7%,48%,i,19%,31%,5%,5.0%,-2%
CN(CC1CCCN(CCc2cccc(C(F)(F)F)c2)C1)C(=O)c1ccc2nc[nH]c2c1 (configuration not stated),-0.7%,-3.6%,-9%,/,1%,23%,-9%,-1.3%,-1%
COc1ccccc1N=Nc1c(O)[nH]c2ccc(Br)cc12,-1.1%,-1.8%,-5%,/,36%,13%,-23%,75%*,?
Cn1c(SCC(=O)N2CCc3ccccc3C2)nnc1-c1ccncc1,0.2%,4.7%,-29%,i,10%,10%,-24%,-1.8%,1%
CCCCc1cc(=O)oc2cc(OCc3nn[nH]n3)ccc12,0.5%,/,-2%,i,-7%,-4%,13%,-0.9%,-3%
CCCc1nnc(NC(=O)Cn2c(=O)oc3cc(Br)ccc32)s1,1.5%,-9.4%,-18%,i,-7%,-7%,0%,-2.3%,7%
Cc1nccn1CCC1CCCCN1C(=O)CCc1nnc(-c2ccsc2)o1 (configuration not stated),-0.3%,/,-30%,i,0%,10%,0%,1.1%,-4%
Cc1ccc2[nH]c(=O)c(CN(Cc3ccco3)S(=O)(=O)c3c(C)ccc4nsnc34)cc2c1,-0.6%,1.2%,25%,i,2%,22%,-52%,-0.7%,-1%
CC1(c2ccc([N+](=O)[O-])cc2)CC(C)(C)N(C(=O)c2ccccc2)c2ccccc21 (configuration not stated),0.3%,-3.9%,7%,i,3%,18%,30%,0.1%,/
COc1ccc(Cl)cc1NC(=O)c1oc(C)nc1C,0.6%,1.2%,-36%,i,6%,-11%,0%,6.6%,-5%
COc1ccccc1-n1c(-c2ccco2)n[nH]c1=S,0.5%,6.3%,-10%,/,-22%,-9%,-23%,0.9%,-7%
CCOC(=O)c1ccc(NC(=O)CCOc2ccccc2)cc1,0.0%,3.3%,-67%,i,-9%,-1%,4%,-2.4%,-8%
Cc1cc(C)nc(SCC(=O)c2cc3ccccc3oc2=O)n1,0.4%,-1.9%,-11%,i,-34%,-4%,5%,-1.7%,0%
Cc1cc(NC(=O)COc2ccc(N(C)S(=O)(=O)c3ccccc3)cc2)no1,0.0%,5.4%,-40%,/,-4%,4%,-14%,-3.9%,-6%
Cc1ccc(N(C(=O)c2csnn2)C(C(=O)NC(C)(C)C)c2cccnc2)cc1C (configuration not stated),-0.9%,/,10%,i,-14%,8%,6%[20 µM],-1.0%,-9%

# Shown with tabs: part of the list above
molecule	West Nile virus CPE	KOR beta-arrestin-1	NOD1 NF-kB reporter	Yfh1-depleted yeast	AID2073	NOD2 inhibition	KOR beta-arrestin-2	HIV fusion peptide	Dengue-2 NS5 capping
CCCc1nnc(NC(=O)Cn2c(=O)oc3cc(Br)ccc32)s1	1.5%	-9.4%	-18%	i	-7%	-7%	0%	-2.3%	7%
Cc1nccn1CCC1CCCCN1C(=O)CCc1nnc(-c2ccsc2)o1 (configuration not stated)	-0.3%	/	-30%	i	0%	10%	0%	1.1%	-4%
Cc1ccc2[nH]c(=O)c(CN(Cc3ccco3)S(=O)(=O)c3c(C)ccc4nsnc34)cc2c1	-0.6%	1.2%	25%	i	2%	22%	-52%	-0.7%	-1%
CC1(c2ccc([N+](=O)[O-])cc2)CC(C)(C)N(C(=O)c2ccccc2)c2ccccc21 (configuration not stated)	0.3%	-3.9%	7%	i	3%	18%	30%	0.1%	/
COc1ccc(Cl)cc1NC(=O)c1oc(C)nc1C	0.6%	1.2%	-36%	i	6%	-11%	0%	6.6%	-5%
COc1ccccc1-n1c(-c2ccco2)n[nH]c1=S	0.5%	6.3%	-10%	/	-22%	-9%	-23%	0.9%	-7%

# (further entries)
SMILES,West Nile virus CPE,KOR beta-arrestin-1,NOD1 NF-kB reporter,Yfh1-depleted yeast,AID2073,NOD2 inhibition,KOR beta-arrestin-2,HIV fusion peptide,Dengue-2 NS5 capping
CCn1c2ccccc2c2cc([N+](=O)[O-])ccc21,-0.9%,-4.0%,18%,i,11%,24%,-15%,0.1%,-4%
O=C(CSc1nc2ccccc2[nH]1)N1c2ccccc2Sc2ccccc21,-1.1%,8.6%,-20%,i,-4%,-2%,33%,-2.1%,6%
Cc1cc(C)cc(NC(=O)C(NCC2CCCO2)c2ccccc2)c1 (configuration not stated),-0.4%,-0.9%,-10%,i,-1%,2%,15%,1.1%,-4%
COc1ccc(C(C)=O)cc1COC(=O)CCNS(=O)(=O)c1ccc(C(C)=O)cc1,0.1%,13%,-30%,/,2%,-2%,-11%,0.0%,-9%
COc1ccccc1Oc1nc(-c2ccccc2)cc(C)c1S(C)(=O)=O,-0.1%,-2.0%,-16%,i,-6%,-5%,19%,-0.1%,-3%
CC(Sc1nnc(Cc2ccc([N+](=O)[O-])cc2)o1)C(N)=O (configuration not stated),-0.3%,1.0%,5%,i,-1%,20%,-3%,-1.9%,-3%
Cc1[nH]n(-c2ccccc2)c(=O)c1C(C[N+](=O)[O-])c1ccc(Br)cc1 (configuration not stated),0.1%,4.4%,2%,i,16%,-19%,-41%,0.1%,12%
O=S(=O)(C(=CNc1ccccc1)S(=O)(=O)c1ccccc1)c1ccccc1,-0.9%,3.9%,-2%,i,16%,-3%,-4%,-0.4%,-8%
Cn1c(-c2ccc([N+](=O)[O-])cc2)nc2ccccc21,-0.2%,-5.5%,-39%,i,50%,-12%,-1%[20 µM],0.8%,2%
CCCCN1C(=O)C2Cc3c([nH]c4ccccc34)CN2C1=S (configuration not stated),-0.8%,1.4%,-33%,i,-11%,-27%,4%,21%,-7%

# Screening results as filed in PubChem.
